Assay outcomes (PubChem)
Pf apPOL block: Pf-apPOL DNA polymerase inhibition; Recombinant Pf-apPOL, molecular beacon fluorescence, 1.5 h; 210,000 tested, 0.25% active; inhibition, % at 10 µM
mHTT CaM bind: mHTT-calmodulin interaction abrogation; P42858; 190,000 tested, 3.6% active; AlphaScreen His-mHTT/GST-CaM binding, luminescence; inhibition, % at 15 µM; AID 1671202;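 also: 0% = both proteins with DMSO and 100% = one protein alone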
Target sequence (P42858 whole entry, looked up, stated change not applied): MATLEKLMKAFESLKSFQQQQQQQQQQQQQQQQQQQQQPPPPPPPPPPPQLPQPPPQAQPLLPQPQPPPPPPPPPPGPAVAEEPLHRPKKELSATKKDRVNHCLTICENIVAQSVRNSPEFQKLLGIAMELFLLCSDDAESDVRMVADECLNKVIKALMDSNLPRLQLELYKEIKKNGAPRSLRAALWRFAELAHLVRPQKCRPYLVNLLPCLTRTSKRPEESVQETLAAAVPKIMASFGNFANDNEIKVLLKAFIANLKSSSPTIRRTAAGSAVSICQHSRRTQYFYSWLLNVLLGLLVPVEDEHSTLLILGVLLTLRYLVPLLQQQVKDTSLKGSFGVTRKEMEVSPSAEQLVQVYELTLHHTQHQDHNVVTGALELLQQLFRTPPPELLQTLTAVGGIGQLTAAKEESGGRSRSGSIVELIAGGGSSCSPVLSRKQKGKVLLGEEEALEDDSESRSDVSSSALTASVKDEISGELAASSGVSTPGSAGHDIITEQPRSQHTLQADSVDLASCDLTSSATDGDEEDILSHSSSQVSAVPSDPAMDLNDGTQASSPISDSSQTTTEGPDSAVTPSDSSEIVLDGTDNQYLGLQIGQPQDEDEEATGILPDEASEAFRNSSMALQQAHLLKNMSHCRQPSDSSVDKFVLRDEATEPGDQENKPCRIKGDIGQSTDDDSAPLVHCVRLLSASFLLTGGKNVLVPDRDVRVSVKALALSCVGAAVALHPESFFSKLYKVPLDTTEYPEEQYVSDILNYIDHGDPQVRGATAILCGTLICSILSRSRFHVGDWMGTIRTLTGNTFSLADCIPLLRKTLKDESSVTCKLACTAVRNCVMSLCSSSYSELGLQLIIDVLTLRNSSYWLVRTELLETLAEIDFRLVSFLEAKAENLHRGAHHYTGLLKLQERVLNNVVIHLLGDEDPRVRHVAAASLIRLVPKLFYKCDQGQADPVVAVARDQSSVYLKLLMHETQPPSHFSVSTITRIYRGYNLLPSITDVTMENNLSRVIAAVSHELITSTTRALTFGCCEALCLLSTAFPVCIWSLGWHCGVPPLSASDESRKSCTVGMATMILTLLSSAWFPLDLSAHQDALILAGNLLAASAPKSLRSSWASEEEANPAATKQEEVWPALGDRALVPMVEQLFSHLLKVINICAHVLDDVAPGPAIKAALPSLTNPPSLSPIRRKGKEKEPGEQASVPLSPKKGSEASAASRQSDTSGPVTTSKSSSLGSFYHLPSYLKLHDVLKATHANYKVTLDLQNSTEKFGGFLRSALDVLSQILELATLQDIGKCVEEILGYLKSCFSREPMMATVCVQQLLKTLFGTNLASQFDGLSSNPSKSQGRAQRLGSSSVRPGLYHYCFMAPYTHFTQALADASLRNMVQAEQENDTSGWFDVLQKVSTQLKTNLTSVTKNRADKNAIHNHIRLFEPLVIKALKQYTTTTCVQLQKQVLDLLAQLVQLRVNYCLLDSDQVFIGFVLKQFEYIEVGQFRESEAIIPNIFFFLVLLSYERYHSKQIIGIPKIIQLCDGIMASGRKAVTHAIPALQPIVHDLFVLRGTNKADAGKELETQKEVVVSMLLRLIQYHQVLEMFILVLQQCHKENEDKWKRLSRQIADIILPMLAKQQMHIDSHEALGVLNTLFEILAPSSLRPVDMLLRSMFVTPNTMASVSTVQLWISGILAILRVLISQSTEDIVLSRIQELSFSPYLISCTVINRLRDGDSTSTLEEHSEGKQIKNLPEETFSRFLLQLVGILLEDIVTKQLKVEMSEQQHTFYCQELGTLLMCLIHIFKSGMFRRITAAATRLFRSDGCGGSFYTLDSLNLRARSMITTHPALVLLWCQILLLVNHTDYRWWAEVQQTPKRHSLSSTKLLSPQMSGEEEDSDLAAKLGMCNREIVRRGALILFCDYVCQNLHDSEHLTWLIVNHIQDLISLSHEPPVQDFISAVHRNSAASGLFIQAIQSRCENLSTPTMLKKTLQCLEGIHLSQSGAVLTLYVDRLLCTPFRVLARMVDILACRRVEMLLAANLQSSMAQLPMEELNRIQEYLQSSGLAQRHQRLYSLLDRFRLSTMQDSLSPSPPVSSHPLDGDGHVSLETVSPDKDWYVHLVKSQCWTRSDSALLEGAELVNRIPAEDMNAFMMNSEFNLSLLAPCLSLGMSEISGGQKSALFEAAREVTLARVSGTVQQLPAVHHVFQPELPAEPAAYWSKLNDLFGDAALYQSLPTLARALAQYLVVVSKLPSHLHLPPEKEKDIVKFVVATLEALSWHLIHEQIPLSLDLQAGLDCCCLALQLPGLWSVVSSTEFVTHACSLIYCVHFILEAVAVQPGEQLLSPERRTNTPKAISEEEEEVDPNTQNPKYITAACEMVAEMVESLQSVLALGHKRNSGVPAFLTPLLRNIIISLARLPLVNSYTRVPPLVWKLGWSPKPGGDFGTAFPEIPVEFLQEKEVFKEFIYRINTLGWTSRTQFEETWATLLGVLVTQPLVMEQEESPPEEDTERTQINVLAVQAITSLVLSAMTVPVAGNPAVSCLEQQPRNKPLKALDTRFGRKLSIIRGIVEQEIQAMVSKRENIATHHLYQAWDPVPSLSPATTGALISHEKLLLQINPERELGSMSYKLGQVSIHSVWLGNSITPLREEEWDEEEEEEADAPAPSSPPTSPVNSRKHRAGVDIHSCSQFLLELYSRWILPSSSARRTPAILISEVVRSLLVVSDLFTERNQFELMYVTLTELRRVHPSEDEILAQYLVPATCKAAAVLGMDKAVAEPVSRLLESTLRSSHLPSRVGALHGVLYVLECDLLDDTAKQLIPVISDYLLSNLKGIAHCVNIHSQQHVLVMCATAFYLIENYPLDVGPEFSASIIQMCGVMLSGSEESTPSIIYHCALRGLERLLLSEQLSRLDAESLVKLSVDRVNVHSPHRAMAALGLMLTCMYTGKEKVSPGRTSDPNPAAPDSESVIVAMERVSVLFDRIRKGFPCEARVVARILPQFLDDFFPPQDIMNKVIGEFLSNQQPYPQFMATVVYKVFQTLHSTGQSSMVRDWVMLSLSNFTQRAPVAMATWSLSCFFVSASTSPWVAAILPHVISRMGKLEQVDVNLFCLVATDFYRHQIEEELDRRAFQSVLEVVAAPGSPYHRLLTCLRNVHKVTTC
* = called active by the depositor; x = no result given; & = joins results of further samples. Rule as the data show it: active = inhibition above about 50%; inactive = the rest. The list is partial; the hit share may differ from the screen's.

SMILES	Pf apPOL block	mHTT CaM bind
O=C(CNC(=O)c1ccc(=O)[nH]c1)NCc1cccnc1	2	-7
Cc1cc(-c2nnnn2-c2ccc(C(F)(F)F)cc2)no1	-9	x
Cc1cc(C)cc(C(=O)N2CCC(n3c(-c4ccco4)nc4cccnc43)C2)c1 (stereo unspecified)	-4	18
CC(=O)Nc1ccc(NS(=O)(=O)c2cc(Br)cc3c2N(C(C)=O)CC3)cc1	-4	3
CCOc1ccc(C2CC(c3cccc(Br)c3)n3nc(N)nc3N2)cc1 (stereo unspecified)	-1	-7
Cc1noc(-c2nn(C)c3c2CN(C(=O)COc2ccccc2)CC3)n1	2	3
CC(C)C(=O)NC1CCN(c2ccccc2C(=O)NC(C)(C)C)CC1	-6	-2
CC1(C)CC(=O)C=C(NCc2ccc(C(=O)O)cc2)C1	-4	-1
O=C(Nc1cccc(-c2nc3ccccc3o2)c1)c1ccc(NC(=O)c2ccc([N+](=O)[O-])o2)cc1	-12	2
COc1cc(NS(=O)(=O)c2ccc(NC(=O)CSC3=NCCS3)cc2)nc(OC)n1	4	10
O=c1/c(=C/c2ccc(Cl)cc2)sc2ncnn12	-5	6
COCCN1CCC(N2CCCN(S(=O)(=O)c3cn(C)c(C)n3)CC2)C1=O (stereo unspecified)	-3	-3
Cc1[nH]c2ccccc2c1Cc1nc2ccccc2[nH]1	11	22
O=C(O)CSc1nc2ccc([N+](=O)[O-])cc2[nH]1	-6	4
C=CCNC(=O)CN(Cc1ccc(F)cc1)S(=O)(=O)c1ccc(Cl)cc1	-7	1
COc1ccc(-n2nc(C(=O)NCC(=O)Nc3ccccn3)c3ccccc3c2=O)c(OC)c1	4	23
CCC(=O)NCCc1csc(C2CCN(C(=O)C3CCCCC3)CC2)n1	3	8
COc1cccc(C(C)NC(=O)C2CCN(c3cn[nH]c(=O)c3)CC2)c1 (stereo unspecified)	-2	-8
Cc1c(C(=O)Nc2ccccc2)cccc1[N+](=O)[O-]	-1	-5
Cc1cc2c(c(=O)o1)C(c1cccs1)C(C#N)=C(N)O2 (stereo unspecified)	x	-3

Ordered by count of non-hydrogen atoms (falling): part of the list above.
SMILES	Pf apPOL block	mHTT CaM bind
CC(=O)Nc1ccc(NS(=O)(=O)c2cc(Br)cc3c2N(C(C)=O)CC3)cc1	-4	3
Cc1c(C(=O)Nc2ccccc2)cccc1[N+](=O)[O-]	-1	-5
O=c1/c(=C/c2ccc(Cl)cc2)sc2ncnn12	-5	6

Some of the entries so far, as comma-separated lines.
smiles,Pf apPOL block,mHTT CaM bind
CCC(=O)NCCc1csc(C2CCN(C(=O)C3CCCCC3)CC2)n1,3,8
COc1cccc(C(C)NC(=O)C2CCN(c3cn[nH]c(=O)c3)CC2)c1 (stereo unspecified),-2,-8
COc1cc(NS(=O)(=O)c2ccc(NC(=O)CSC3=NCCS3)cc2)nc(OC)n1,4,10
Cc1cc(C)cc(C(=O)N2CCC(n3c(-c4ccco4)nc4cccnc43)C2)c1 (stereo unspecified),-4,18

Exported as comma-separated lines: three of the compounds above.
smiles,Pf apPOL block,mHTT CaM bind
O=C(CNC(=O)c1ccc(=O)[nH]c1)NCc1cccnc1,2,-7
Cc1cc(-c2nnnn2-c2ccc(C(F)(F)F)cc2)no1,-9,x
Cc1cc(C)cc(C(=O)N2CCC(n3c(-c4ccco4)nc4cccnc43)C2)c1 (stereo unspecified),-4,18

Remaining list, next part
SMILES	Pf apPOL block	mHTT CaM bind
COc1ccc(C2CC(c3ccc(OC)cc3OC)=NN2c2ccccc2)cc1 (stereo unspecified)	-7	x
Cc1cccc(-c2noc(Cc3nc(-c4ccccc4)cs3)n2)c1	-3	-88
O=C(Nc1cnc(-c2cccc(Cl)c2)nc1)c1ccccc1Br	2	-5
Cc1ccc2c(c1)N(C(=O)Nc1cc(Cl)ccc1C)CCO2	-5	-4
Cc1c(CCOC(=O)CC23CC4CC(CC(C4)C2)C3)sc[n+]1CC(=O)c1ccccc1	-4	94*
Fc1ccc(Cn2cc(-c3noc(-c4ccccc4)n3)nn2)cc1	1	-6
O=C(c1cc2ccccc2nc1-c1ccco1)C(F)(F)F	-3	11
COc1cc(C(=O)Nc2ccc3c(c2)ncn3C(C)(C)C)cc(OC)c1OC	-1	5
CCc1nnc(SCC(=O)Nc2cccc(C)c2)nc1CC	-2	5
CC1=C(C(=O)Nc2ccccn2)C(c2ccccc2C(F)(F)F)C2=C(CCCC2=O)N1 (stereo unspecified)	-3	0
CCCS(=O)(=O)N1CCN(S(=O)(=O)c2ccccc2)CC1	-1	-8
C/C(=C\c1ccccc1)CN1CCC(C(=O)N2CCN(Cc3ccccc3)CC2)CC1	-7	17
CC(=C1C(=O)CC(C)(C)CC1=O)N1CCCC1	0	0
COc1ccc2nc(N3CCCC(C(=O)NCc4cccnc4)C3)sc2c1 (stereo unspecified)	-1	9
O=C1OC(c2cc([N+](=O)[O-])ccc2Cl)=N/C1=C\c1ccccc1F	-11	0
Cc1ccc(C(=O)Nc2cccc(NC(=O)c3ccc(C)c(C)c3)n2)cc1C	-6	-1
COc1ccc2c(c1)C=CC1(O2)N(C)c2ccccc2C1(C)C (stereo unspecified)	2	49
CCc1nc(-c2cn(Cc3ccc(F)cc3)nn2)no1	-2	-12
Cc1ncc(CO)c2cc(C(N)=O)c(=Nc3ccc(OCc4ccccc4)cc3)oc12	-2	16
Cc1nc(N2CCN(C(=O)C3CC3)CC2)c2c3c(sc2n1)CCCC3	6	8
COc1ccc(NC(=O)/C(=C/c2ccccc2)NC(=O)c2ccc(Br)o2)cc1	-10	-2
CCN(CC)C(=O)COc1ccc2c(C)c(Cc3ccccc3)c(=O)oc2c1	1	26
CCC1C(=O)C(C)(C)C(=O)OC1c1cccc(Br)c1 (stereo unspecified)	-62	-11
O=C1NCCCn2cc(S(=O)(=O)Nc3ccc(F)cc3F)cc21	-5	-5
Cc1ccc(-c2nc(NC(=O)c3csc(-c4cccs4)n3)sc2C)cc1Cl	2	x
CCCNC(=O)c1cnn2c1NC(c1cc(OC)c(OC)c(OC)c1)CC2C(F)(F)F (stereo unspecified)	-7	7
CCCCOc1ccc(/C=C2\N=C(c3ccc([N+](=O)[O-])cc3)OC2=O)cc1	22	4
O=C(CSc1ccccn1)c1ccc(OCc2ccc(F)cc2)cc1	-29	x
O=S(=O)(c1ccccc1)N1CCCC(OCc2ccccc2)C1 (stereo unspecified)	-1	-23
O=C(c1cccc(F)c1)N1CCN(c2nc(-c3cccnc3)nc3ccccc23)CC1	6	28
C=CCc1c(C)nc(SCC(=O)Nc2ccc(C)cc2)[nH]c1=O	-4	-6
COc1ccc(C=CC(=O)NC2CCCC(OC(=O)Nc3ccccc3)C2)cc1OC (stereo unspecified)	2	17
COc1ccc(OC)c(C2=NOC(C(=O)NCc3ccc(F)cc3)C2)c1 (stereo unspecified)	-1	-7
CC(=O)Nc1ccc(S(=O)(=O)NCCc2ccc(F)cc2)cc1	-5	-3
CCOC(=O)c1cc2cc(OCC)ccc2[nH]1	-10	x
CCOc1ccccc1NC(=O)CN1CCN(Cc2nc(-c3cccs3)cs2)CC1	4	36
Cn1cc(CCCC(=O)NCc2ccc(F)cc2Cl)c2ccccc21	-13	33
COc1ccc(C(=O)N2CCN(c3nc(CN4CCC(C)CC4)cs3)CC2)cc1	-5	19
COc1ccc(C)c2sc(N3CCN(C(=O)CS(=O)(=O)c4ccccc4)CC3)nc12	-20	23
COc1ccc(Cl)cc1C(=O)N1CCc2c(nc[nH]c2=O)C1	-8	3
COc1ccc(-c2ccc(/C=C3\SC(=N)NC3=O)o2)c([N+](=O)[O-])c1	1	59*
Cc1cccc(CN2C(=O)CCC2(C)C(=O)NCCCOC(C)C)c1 (stereo unspecified)	4	-3
O=S(=O)(c1ccc2c(c1)CCCC2)N1CCC(c2ccncc2)CC1	-4	-8
COc1ccc(C2C(C(=O)Nc3ccc(C)cc3)=C(C)Nc3nnnn32)cc1 (stereo unspecified)	-4	18
Oc1ccc(Cl)c(C(Nc2ccccn2)c2ccc3cccnc3c2O)c1 (stereo unspecified)	0	100*
CC1CCN(c2cc(-n3ccnc3)ncn2)CC1	-2	-10
CCCOc1ccccc1C(=O)N1CCCCC1CCN1CCOCC1 (stereo unspecified)	-9	-2
Cc1ccc(C)c(-c2csc3c(=O)n(CC#N)cnc23)c1	-2	-10
CCCOc1ccc(C(=O)Nc2ccc(Cl)cc2)cc1	-328	-13
COc1ccc(-c2nccn3cc(C(=O)N4CCCCC4)nc23)cc1	1	-4
CCNc1cc(N2CCC(CCC(=O)N3CCN(c4ncccn4)CC3)CC2)ncn1	2	5
CC(=O)CC(=O)c1cccs1	x	3
Cc1ccc(C(=O)N2CC=C(C(=O)NC3CC3)CC2)cc1C	-3	0
Cc1ccc(C(=O)O)cc1N1C(=O)CCC1=O	-2	4
Cc1ccccc1C(=O)N1CCC(c2nc(CCNC(=O)C(C)C)cs2)CC1	2	7
O=C(Nc1c(-c2ccc(F)c(F)c2)nc2ccccn12)C1CC1	-2	9
O=C(Cn1cc2c(n1)CCCC2)N1CCC(Cc2ccccc2)CC1	2	2
Cc1cccc(CN2CCN(C3CCN(C(=O)Nc4cccc(C)c4C)CC3)C2=O)c1	-4	26
O=C(CC1Sc2ccc(C(F)(F)F)cc2NC1=O)Nc1ccccc1 (stereo unspecified)	-4	0
CCCOc1ccccc1C(=O)N1CCCCC1CCN1CCCC1 (stereo unspecified)	-11	-8

One compound at a time (already shown). Order of screens: Pf apPOL block	mHTT CaM bind
`Cc1cccc(CN2C(=O)CCC2(C)C(=O)NCCCOC(C)C)c1` (stereo unspecified) across the screens: 4	-3
`O=C(Nc1c(-c2ccc(F)c(F)c2)nc2ccccn12)C1CC1` across the screens: -2	9
`Cc1ccc(C(=O)O)cc1N1C(=O)CCC1=O` across the screens: -2	4

Next compounds follow.
SMILES	Pf apPOL block	mHTT CaM bind
Cn1c(=O)c2c(nc3n(Cc4ccccn4)c(-c4ccc(Cl)cc4)cn23)n(C)c1=O	2	2
CC1=NN(C(=O)c2ccc(Br)o2)C(O)(C(F)(F)F)C1 (stereo unspecified)	-7	0
CCCCN1CCN(C(=O)c2cn3c(n2)CCCC3)CC1	1	-4
CC(C)(C)CC(=O)Nc1cc(Cl)cc(Cl)c1	-16	-39
O=C(c1ccccc1OCC1CCN(C(=O)C2CCCCC2)CC1)N1CCCC1	0	13
O=C(C1CCOC1)N1CCCn2nc(-c3ccc(Cl)cc3)cc2C1 (stereo unspecified)	-1	21
O=C(C1CCN(c2ccccc2Cc2ccccc2)C1=O)N1CCOCC1 (stereo unspecified)	-5	1
Cc1cc(C)n(CCN(C(=O)Cc2cccs2)c2nc3c(F)cc(F)cc3s2)n1	-2	-9
NC(N)=Nc1ccc2c(c1)OCO2	2	1
O=C(NCCN1CCN(Cc2ccccc2)CC1)Nc1ccc(OCc2ccccc2)cc1	-11&-22	x
CCN(CC)C(=O)CN1C(=O)C2(Nc3ccccc3C(=O)N2Cc2ccccc2)c2ccccc21 (stereo unspecified)	-3	12
Cc1ccc(C)c(-c2cc(CN(C(=O)c3ccccc3Cl)C3CC3)no2)c1	-2	-11
COCC(=O)N1CCCc2ccc(NC(=O)c3ccsc3)cc21	-7	-6
O=C(Cc1c(F)cccc1Cl)Nc1cnc(-c2cccnc2)nc1	3	5
CCc1ccc(CN2CCc3nc(N4CCN(CC)CC4)ncc3C2)cc1	0	34
O=S1(=O)CC(N2CCCCC2)CN1Cc1ccc(F)cc1 (stereo unspecified)	-8	-1
COc1ccc(N2C(=O)N(c3ccc(Cl)c(Cl)c3)C3CS(=O)(=O)CC32)cc1 (stereo unspecified)	-2	4
O=[N+]([O-])c1ccccc1Oc1c(F)c(F)nc(N2CCCC2)c1F	-3	30
Cc1ccc(OCC(=O)Nc2nnc(C3CC(=O)N(c4ccccc4)C3)o2)cc1 (stereo unspecified)	-2	22
COc1ccc(C)cc1NC(=O)CN1CCN(c2ccccn2)CC1	-4	-5
COc1ccccc1/C=C1/SC(=Nc2ccc(F)cc2)NC1=O	1	7
COc1ccc(NC(=O)C(NC(=O)c2cnccn2)c2ccccc2)cc1 (stereo unspecified)	-5	1
COc1ccc(-c2nc(C(=O)NCc3ccccc3)cs2)cc1	-5	-3
COc1cccc(NC(=O)C2CCc3nc(N4CCN(C(C)=O)CC4)sc3C2)c1 (stereo unspecified)	-3	5
Cc1ccc(C=C2Oc3cc(OC(=O)C(C)C)ccc3C2=O)o1	-2	7
CCOc1ccccc1N(C)C(=O)c1nn(-c2ccc(OC)cc2)c(=O)c2ccccc12	-2	2
NC(=O)C1CCN(CC(O)CSc2ccccc2)CC1 (stereo unspecified)	-2	x
Cc1ccc(C(O)(C(=O)NCCO)c2ccc(C)cc2)cc1	-5	11
COc1ccc(NC(=O)C2CCCN(c3nnc4ccccn34)C2)cc1Cl (stereo unspecified)	-7	13
CCC1CCCCN1S(=O)(=O)c1ccc(C)c([N+](=O)[O-])c1 (stereo unspecified)	7	0
Cc1ccccc1N1CCN(C(=O)CN2CCc3ccccc3C2C(=O)N(C)C)CC1 (stereo unspecified)	-4	34
CC(C)c1ccc(C(=O)N2CCN(c3ccc([N+](=O)[O-])cc3)CC2)cc1	-2	1
CCN(CC)CCn1c(=N)n(CC(O)c2ccc(C)cc2)c2ccccc21 (stereo unspecified)	-29	-5
CCN1CCN(C(=O)c2ccc3[nH]c4c(c3c2)CN(C(=O)C2CCC2)CC4)CC1	0	19
CN1CCN(C(=O)c2ccc([N+](=O)[O-])cc2Cl)CC1	7	-3
CCC(Sc1nc2n[nH]c(C)c2c(=N)n1-c1cccc(Cl)c1)C(=O)N(CC)CC (stereo unspecified)	-4	35
NC(Cn1ccc(C(F)(F)F)n1)=NOC(=O)Nc1ccc(SC(F)(F)F)cc1	1	x
CN(C)c1ccc(C=Nc2cnn(C)c2C(N)=O)cc1	-2	5
CC1CCc2c(C(=O)NCc3ccccc3)csc2C1 (stereo unspecified)	1	-24
NC(=NOC(=O)Nc1cccc(C(F)(F)F)c1)c1ccc(OC(F)(F)F)cc1	0	x
Cc1nc(Cn2cccc2C(=O)NC2CCCC2)no1	-3	-8
O=C(NCCCN1CCN(c2ccccc2F)CC1)c1csc2c1CCCCC2	-4	6
